Assay outcomes as filed in PubChem BioAssay.
MITF primary – MITF inhibitors, primary screen, biochemical, AlphaScreen, human | Microphthalmia-associated transcription factor (Homo sapiens), O75030 | AlphaScreen MITF homodimerization, bead proximity signal | inhibition, % at 2.6 µM | 650,000 tested, 0.91% active; in the data active = inhibition above about 50%;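 note: 0% = vehicle wells with protein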
GPR151 activ – activators of human GPR151, primary screen, cell-based, PathHunter beta-arrestin, luminescence | PathHunter beta-arrestin GPR151 cells | activation, % at 11.2 µM | 650,000 tested, 1% active | AID 1508602, 2020 | G-protein coupled receptor 151 (Homo sapiens), Q8TDV0; in the data active = activation above about 4.9%;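 note: 0% = median of compound wells and 100% = cells with positive control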
Target sequence (Q8TDV0 whole entry, looked up): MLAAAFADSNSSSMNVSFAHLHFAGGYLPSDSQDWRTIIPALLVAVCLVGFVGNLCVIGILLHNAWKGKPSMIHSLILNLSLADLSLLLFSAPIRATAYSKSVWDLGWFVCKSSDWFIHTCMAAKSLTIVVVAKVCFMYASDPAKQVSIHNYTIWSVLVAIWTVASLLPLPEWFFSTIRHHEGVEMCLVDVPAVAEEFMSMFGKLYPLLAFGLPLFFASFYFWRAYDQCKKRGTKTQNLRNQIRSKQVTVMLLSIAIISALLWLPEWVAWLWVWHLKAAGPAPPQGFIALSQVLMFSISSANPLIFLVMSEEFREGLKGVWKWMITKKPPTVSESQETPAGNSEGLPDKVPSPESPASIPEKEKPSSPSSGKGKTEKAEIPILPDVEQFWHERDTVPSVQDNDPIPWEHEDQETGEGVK
TEAD-YAP inh – TEAD-YAP interaction inhibition, primary screen, TEAD-YAP interaction inhibitor project, luminescence, HEK-TIYL cells; TEAD-Gal4/YAP UAS-luciferase luminescence; inhibition, % at 9.12 µM; 640,000 tested, 1.4% active; in the data active = inhibition above about 32%;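 note: 0% = median of test compound wells and 100% = reference inhibitor wells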
FBW7 act – FBW7 E3 ligase activators, primary screen, biochemical, AlphaScreen, human. F-box/WD repeat-containing protein 7 (Homo sapiens), Q969H0. AlphaScreen FBW7–phospho-cyclin E peptide binding, activator screen. normalized activity (activation), % at 26.1 µM. 650,000 tested, 0.13% active. AID 1259310, 2017; in the data active = normalized activity above about 1.9%;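 note: purified mutant Fbw7 with reduced substrate affinity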
Target sequence (Q969H0 whole entry, looked up): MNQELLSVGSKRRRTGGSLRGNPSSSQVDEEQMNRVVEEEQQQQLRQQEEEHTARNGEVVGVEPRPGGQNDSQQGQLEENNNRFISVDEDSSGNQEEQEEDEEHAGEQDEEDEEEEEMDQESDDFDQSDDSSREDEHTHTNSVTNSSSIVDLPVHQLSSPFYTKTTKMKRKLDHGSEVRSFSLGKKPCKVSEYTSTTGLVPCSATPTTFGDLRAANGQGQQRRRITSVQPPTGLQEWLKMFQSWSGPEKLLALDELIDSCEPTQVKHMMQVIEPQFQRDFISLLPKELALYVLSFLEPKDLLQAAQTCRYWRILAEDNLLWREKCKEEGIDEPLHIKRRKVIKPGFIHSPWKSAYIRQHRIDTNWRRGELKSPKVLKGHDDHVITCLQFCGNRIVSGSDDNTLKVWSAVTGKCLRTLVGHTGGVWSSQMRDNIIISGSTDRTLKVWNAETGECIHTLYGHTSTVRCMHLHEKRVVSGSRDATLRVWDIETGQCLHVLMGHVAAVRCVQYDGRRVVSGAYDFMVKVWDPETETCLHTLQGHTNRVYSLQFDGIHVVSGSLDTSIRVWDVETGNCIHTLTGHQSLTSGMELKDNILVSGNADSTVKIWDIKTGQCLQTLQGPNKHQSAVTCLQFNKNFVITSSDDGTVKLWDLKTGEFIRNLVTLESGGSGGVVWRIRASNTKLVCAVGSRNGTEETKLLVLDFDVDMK
* = called active by the depositor; . = no result given.

The opening three records, ahead of the listing:
SMILES | MITF primary | GPR151 activ | TEAD-YAP inh | FBW7 act
COc1cc([N+](=O)[O-])ccc1-n1c(C)cc(/C=C2/C(=N)N3OC(C)=CC3=NC2=O)c1C | 5 | -0.7 | -3 | 0.1
CC(CC(=O)Nc1ccccc1F)c1ccccc1 (stereo not given) | -2 | 2.4 | 5 | -0.3
CCSc1nc(C)nc2sc(C)c(C)c12 | 1 | 0.9 | -4 | 0.2

All compounds of this part, from the first entry:
SMILES | MITF primary | GPR151 activ | TEAD-YAP inh | FBW7 act
COc1cc([N+](=O)[O-])ccc1-n1c(C)cc(/C=C2/C(=N)N3OC(C)=CC3=NC2=O)c1C | 5 | -0.7 | -3 | 0.1
CC(CC(=O)Nc1ccccc1F)c1ccccc1 (stereo not given) | -2 | 2.4 | 5 | -0.3
CCSc1nc(C)nc2sc(C)c(C)c12 | 1 | 0.9 | -4 | 0.2
COc1cccc(C2C3=C(CC(C)(C)CC3=O)Nc3ccccc3N2C(=O)Cc2ccccc2)c1 (stereo not given) | -2 | -1.5 | 1 | 0.5
CCCCNC(=O)CCC(=O)Nc1ccc2nc(N3CCCCC3)cc(C)c2c1 | 2 | 0.7 | -26 | -0.1
CN1/C(=C/C=c2/sc3nc4ccccc4n3c2=O)C(C)(C)c2ccccc21 | 1 | 4.1 | -11 | -0.1
CCN(CC)C(=O)c1oc2ccc(S(=O)(=O)N(CC)CC)cc2c1C | 6 | 0.9 | 9 | 0.5
C/C(=N\NC(=O)CNc1ccccc1C)c1cccs1 | 8 | -0.3 | -5 | -0.3
Cc1ccc(C(=O)Nc2ccc(C#N)cc2)c(C)c1 | 1 | -1.0 | -62 | 0.1
Cc1ccc(-c2csc(-c3cc4cc(Cl)ccc4oc3=O)n2)c(C)c1 | -5 | 1.2 | -4 | -0.2
Cn1nccc1C(=O)NNC(=O)c1nnn(-c2nonc2N)c1-c1ccccc1 | 4 | -0.3 | -9 | -0.1
COCCCNC(=O)CN1N=C(c2ccc(OC)cc2)CCC1=O | -2 | -0.5 | 2 | 0.1
CCOC(=O)N1CCN(S(=O)(=O)c2cc(C(=O)Nc3cc(Cl)cc(Cl)c3)ccc2F)CC1 | 14 | 0.5 | 2 | -0.1
CC(C)c1ccc2c(c1)CC[C@H]1[C@](C)(CN)CCC[C@]21C | 13 | -1.4 | . | .
COCC(=O)OCC(=O)N1c2ccccc2Sc2ccccc21 | -6 | -2.2 | -2 | -0.4
CN(C)C(=O)C(=O)Nc1ccc(Cl)c(C(=O)N2CCC(Oc3ccc(Cl)cn3)CC2)c1 | 4 | 0.2 | 48* | 0.0
C#CCN1C(=O)C(O)(CC(=O)c2ccc(C)cc2)c2ccccc21 (stereo not given) | 2 | 0.4 | -1 | 0.1
COc1ccc(C(=O)NC(C(=O)N2CCC(C(N)=O)CC2)C(C)C)cc1 (stereo not given) | -6 | -2.7 | 0 | 0.7
CCN1CCN(S(=O)(=O)c2cc3c4c(c2)CC(=O)N4CCC3)CC1 | 7 | 2.2 | 2 | -0.3
COc1cc(Nc2nccn3c(-c4ccc(CO)cc4)cnc23)cc(OC)c1OC | -10 | 0.6 | -8 | -0.1
CC(C)N(C(=O)c1ccc(C(=O)O)cc1)C(C)C | -6 | 3.3 | 3 | -0.1
COC(=O)CN(c1ccc(C)cc1)S(=O)(=O)c1ccc(C)cc1 | 19 | -0.3 | 10 | 0.0
CC(=O)Nc1ccc(C(=O)OCC(=O)c2cccc([N+](=O)[O-])c2)cc1 | 3 | 0.8 | 6 | 0.0
CC(=O)Nc1ccc(S(=O)(=O)N2CCN(c3ccc(O)cc3)CC2)cc1 | 6 | 0.7 | -17 | 0.4
O=C(Nn1c(-c2cccc(Cl)c2)nc2ccccc2c1=O)c1ccncc1 | 29 | -1.3 | -8 | 1.3

(next part)
SMILES | MITF primary | GPR151 activ | TEAD-YAP inh | FBW7 act
Cn1c(SCC(=O)Nc2ccc(N3CCOCC3)cc2)nnc1-c1ccccc1 | -4 | 1.1 | 14 | -0.2
Cc1cccc(N2CCN(C(=O)CN3CC(c4ccccc4)CC3=O)CC2)c1C (stereo not given) | 17 | 0.8 | 22 | 0.5
COc1cccc(C(C(=O)NC(C)(C)C)N(C(=O)c2csnn2)C2CC2)c1 (stereo not given) | 10 | -0.7 | 0 | -0.2
COc1ccc(OC)c(CN2CCC(C(=O)NCC(C)C)CC2)c1 | 10 | -1.8 | 6 | 0.5
Cc1ccc2cc(CCNS(=O)(=O)c3ccc(F)cc3)c(=O)[nH]c2c1 | 15 | -0.1 | 6 | 0.0
Clc1ccc(Oc2ccc(Nc3ncnc4c3cnn4-c3ccc(Cl)cc3)cc2)cc1 | 18 | -1.1 | -1 | 0.1
Cc1ccc(NC(=O)c2ocnc2C)cc1F | 7 | -1.3 | -43 | 0.1
Cc1ccc(C2=N/C(=C\c3ccc(Br)cc3)C(=O)O2)cc1[N+](=O)[O-] | 12 | 0.8 | -2 | -0.1
Cc1ccc2c(cnn2C(=O)CCC(=O)N2CCCCC2C)c1 (stereo not given) | -9 | 0.0 | 0 | -0.1
O=C(c1cccc(Cl)c1)N1CCN(C2CCN(Cc3ccccc3)CC2)CC1 | 33 | 0.0 | 1 | 0.9
Nc1oc2ncccc2c(=O)c1Br | -2 | -0.1 | 4 | 0.0
COc1ccc(NC(=O)C/C(C)=N/NC(=O)C(=O)NC2CCCCC2)c(OC)c1 | 6 | 1.0 | 5 | -0.1
CCC(=O)N1CCCC(c2nc(N3CCOCC3)ncc2-c2cc(C)no2)C1 (stereo not given) | -4 | 0.6 | -11 | -0.1
COc1cccc(-c2nc(C(N)=O)c3[nH]c(=O)n(-c4ccc(Cl)cc4)c3n2)c1O | -3 | -0.2 | 3 | 0.1
O=C(CSc1nccc(=O)[nH]1)Nc1ccc(Oc2ccccc2)cc1 | 2 | 1.4 | -5 | -0.2
Cc1ccc(OCC(=O)NCc2nc(-c3ccc(C)cc3)no2)cc1 | 5 | -0.1 | 9 | 0.2
O=C(CCCc1ccccc1)Nc1ccnn1C1CCN(Cc2nccs2)CC1 | -6 | 0.0 | 3 | -0.1
CC(=O)c1cccc(N2Cc3ccccc3C2=NC(=O)CCl)c1 | 9 | 0.4 | -8 | -0.1
CCc1ccc(NC(=O)Cn2nnc(C(=O)NCCc3ccccc3)c2N)cc1 | -4 | 0.1 | -3 | 0.1
CCOC(=O)c1c(NC(=O)/C=C/c2ccc(N(C)C)cc2)sc(C)c1C | 7 | 1.0 | -8 | 0.1
O=C(Nc1ccc(F)cc1)c1ccc(F)c([N+](=O)[O-])c1 | 4 | -2.4 | 59* | 0.0
CCOC(=O)C1=C(C)N=c2s/c(=C\c3cn(Cc4ccccc4C#N)c4ccccc34)c(=O)n2C1c1ccc(N(C)C)cc1 (stereo not given) | -4 | 2.0 | -8 | -0.1
COc1cc(Nc2nc(Nc3ccccc3)nc3c2ncn3C(C)C)cc(OC)c1OC | 3 | 2.2 | 17 | -0.1
CC1=C(C(=O)Nc2ccc(C)cn2)C(c2cccc(Cl)c2)C2=C(CCCC2=O)N1 (stereo not given) | -4 | -2.8 | 5 | 0.1
Cc1ccc(OCCN(C)C(=O)C2CC23CCN(Cc2nc4ccccc4n2C)CC3)cc1 (stereo not given) | 3 | 2.2 | 16 | -0.1

The results go on.
SMILES | MITF primary | GPR151 activ | TEAD-YAP inh | FBW7 act
COc1ccc(CN(C)C2CCCCC2)cc1 | 1 | -0.4 | -17 | 0.0
O=c1nc2n(c3cc(Cl)c(S(=O)(=O)N4CCOCC4)cc13)CCC2 | 3 | -1.6 | 8 | 0.1
CCOc1ccccc1NC(=O)c1c(NC(=O)COc2ccc(Cl)cc2)sc2c1CCC2 | -9 | 0.3 | 3 | 0.1
CN(C(=O)Cn1ncc2c1-c1ccccc1OC2)c1ccccc1 | 6 | -2.4 | 23 | 0.3
Oc1ccccc1/C=N/n1c(C(F)(F)F)n[nH]c1=S | -3 | 4.2 | 7 | -0.1
N#CCC(=O)Nc1ccccc1C(F)(F)F | -5 | 0.8 | 1 | 0.0
COC(=O)C(C(C)=O)C(c1ccc(Cl)cc1)C(C#N)C#N (stereo not given) | 0 | 2.4 | 6 | 0.0
COC(=O)c1c[nH]n2c(NC3CCC(C)CC3)c(-c3ccc(Cl)cc3)nc12 (stereo not given) | 2 | -0.6 | -25 | -0.1
CC(C)NC(=O)CSc1nc2ccc(Cl)cc2[nH]1 | 11 | 0.6 | -5 | 0.2
Cc1ccccc1OCC(=O)NCC(=O)OCc1ccc(Cl)cc1 | -4 | 4.0 | -2 | 0.2
COc1ccc(S(=O)(=O)N(C)c2ccc(C(=O)NCc3cccnc3)cc2)cc1 | -2 | -0.4 | 5 | 0.9
CCOC(=O)CNC(=O)c1ccc(Br)s1 | 10 | -0.9 | 4 | 0.1
Cc1ccc(C(O)CNC(=O)c2ccccc2Br)o1 (stereo not given) | 5 | 1.3 | -13 | 0.5
CCOc1cc(/C=C2\N=C(c3ccc(C(C)(C)C)cc3)OC2=O)cc(I)c1OC(C)=O | 12 | -0.9 | 7 | 0.0
CC1(C)C/C(=N\NC(=O)CC#N)CCO1 | 7 | 0.5 | -7 | 0.6
CN1CCc2c(sc3c2C(=O)NC(c2cc(Br)ccc2OCc2ccccc2)N3)C1 (stereo not given) | 0 | -0.2 | -14 | 0.1
Cc1ccc2nc3c(cc(C#N)c(=O)n3-c3ccc(Cl)cc3)c(=O)n2c1 | 11 | 1.0 | -3 | 1.1
Cc1c(C#N)c(O)n(CCO)c(=O)c1N=Nc1ccc(C(=O)O)cc1 | 1 | -2.4 | -2 | -0.1
O=C(/C=C/c1ccccc1)NCCOC(=O)NC1CCCCC1 | -5 | 0.4 | 6 | 0.0
Cc1cccc(N=C2NC(=O)/C(=C\c3ccc4c(c3)OCO4)S2)c1 | 8 | -1.6 | -17 | 0.5
CC(C)(C)Nc1c([N+](=O)[O-])ccc2nonc12 | 11 | 0.4 | -1 | -0.1
CCOC(=O)/C(=N/Nc1ccccc1)c1csc(N)n1 | 9 | -1.0 | 7 | 0.1
CCCOC(=O)C1=C(C)NC2=C(C(=O)CC(C)(C)C2)C1c1ccc(C(=O)OC)cc1 (stereo not given) | 2 | 1.0 | -2 | 0.1
COc1ccc(-c2cc(C(F)(F)F)n3ncc(C(=O)N4CCCC4)c3n2)cc1 | -1 | -1.0 | -15 | -0.1
CN1CCN(C2Cc3ccccc3Sc3ccc(Cl)cc32)CC1 (stereo not given) | 14 | 0.2 | 4 | 0.1

(listing goes on)
SMILES | MITF primary | GPR151 activ | TEAD-YAP inh | FBW7 act
N#Cc1cc2c(nc1SCC(=O)c1ccccc1)CCCC2 | -3 | 1.9 | 0 | 0.0
O=C(NCc1noc2ccccc12)Nc1ccccc1Cl | -3 | -0.1 | -16 | -0.1
CC(=O)c1cc(C(=O)N2CC[C@H]3[C@H](CCCN3C(=O)C#Cc3ccccc3)C2)cs1 | 5 | 0.8 | -1 | -0.2
NC(=O)C1(N2CCCCC2)CCN(C(=S)NCc2ccco2)CC1 | 14 | 3.0 | -5 | 0.1
O=C(CSc1n[nH]c(-c2cccs2)n1)N(C1CCCCC1)C1CCS(=O)(=O)C1 (stereo not given) | -15 | 0.1 | 4 | 0.1
COc1cccc(C(=O)Nc2ccccc2N2CCCCC2)c1 | -9 | -0.1 | 4 | 0.0
O=C(Nc1ccccc1)C1CC12CCN(C(=O)c1ccc3cc[nH]c3c1)CC2 (stereo not given) | -11 | 3.8 | -5 | -0.1
OCC1CCCN1c1nc(NCc2cccnc2)c2ncn(-c3ccccc3)c2n1 (stereo not given) | -2 | 2.1 | 44* | 0.1
CCOc1cc(/C=C2/C(=N)N3N=C(CC)SC3=NC2=O)cc(Br)c1OCCOc1ccccc1 | 2 | 0.5 | -10 | 0.5
Cn1nccc1Nc1nc(NCc2ccccc2)c2ncn(Cc3ccc(C(F)(F)F)cc3)c2n1 | 14 | -1.2 | 0 | 0.2
O=C(c1nc2ccc(Cl)cn2c1CNCC1COCCO1)N1CCc2ccccc2C1 (stereo not given) | 8 | 9.8* | -1 | -0.1
CCOc1ccc(NC(=O)c2ccc(F)c(S(=O)(=O)N3CCC4(CC3)OCCO4)c2)cc1 | -5 | -0.5 | 6 | 0.0
COc1ccccc1C(O)c1nc2ccccc2n1Cc1ccccc1 (stereo not given) | 5 | 0.4 | 5 | -0.1
COc1ccc(S(=O)(=O)Nc2ccc(Cl)cc2)cc1I | 2 | 19* | 9 | 0.1
CCC(C)NC(=O)C1(C)CCC(=O)N1CCc1ccc(OC)c(OC)c1 (stereo not given) | 1 | -0.5 | 6 | 0.0
COc1ccc(OC)c(N2C(=O)c3cccc4c([N+](=O)[O-])ccc(c34)C2=O)c1 | 10 | -0.3 | 4 | 0.0
CCN1CCN(CCCOc2ccccc2F)CC1 | 33 | -0.3 | 1 | 0.3
COCC1CCCN(C(=O)CC2(c3ccccc3)CC(=O)N(Cc3cccs3)C2=O)C1 (stereo not given) | 1 | 0.2 | 7 | -0.1

5 entries from above, set out differently:
canonical_smiles	MITF primary	GPR151 activ	TEAD-YAP inh	FBW7 act
COc1cccc(C(=O)Nc2ccccc2N2CCCCC2)c1	-9	-0.1	4	0.0
Cn1nccc1Nc1nc(NCc2ccccc2)c2ncn(Cc3ccc(C(F)(F)F)cc3)c2n1	14	-1.2	0	0.2
CCN1CCN(CCCOc2ccccc2F)CC1	33	-0.3	1	0.3
O=C(NCc1noc2ccccc12)Nc1ccccc1Cl	-3	-0.1	-16	-0.1
COCC1CCCN(C(=O)CC2(c3ccccc3)CC(=O)N(Cc3cccs3)C2=O)C1 (stereo not given)	1	0.2	7	-0.1
